Source: PubChem
RTF Ca sens inh = cardiac RTF calcium desensitization. P19429+P45379. IANBD-labeled cardiac RTF, Ca2+ fluorescence. inhibition, % at 7.15 µM. actives 0.12% (n = 340,000);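 active = inhibition above the mean inhibition of all tested compounds plus 3 SD, cut at about 17% in these data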;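 also: assay run at fixed EC70 calcium of 1.6 mM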
DAGLB inh = diacylglycerol lipase beta (human) inhibition; Q8NCG7; HEK293T DAGLB membrane lysate, EnzChek fluorogenic substrate; inhibition, % at 5.17 µM; actives 0.059% (n = 340,000); in the data active = inhibition above about 34%;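 also: 0% = enzyme with vehicle and 100% = wells lacking enzyme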
C-LANA FP = KSHV C-LANA DNA binding inhibition. actives 0.078% (n = 340,000). MBP-C-LANA/FAM-LBS DNA binding, fluorescence polarization. inhibition, % at 9 µM;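 active = highest replicate inhibition at or above 60% at 9 µM, even if other replicates fall short; inactive = all replicates below 60% inhibition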;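 also: 0% = neutral control wells and 100% = 4 µM acridine orange control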
Keap1-Nrf2 PPI = Keap1-Nrf2 (human) interaction inhibition. Q14145. Keap1 Kelch-Nrf2 peptide fluorescence polarization, 1536-well. inhibition, % at 9.4 µM. actives 0.15% (n = 340,000). AID 504523; in the data active = inhibition above about 12%;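 also: human Keap1 Kelch domain with fluorescein labeled Nrf2 9mer peptide probe; 0% = neutral control wells and 100% = peptide positive control; higher means more block of Keap1 binding to Nrf2 peptide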
Target sequence (Q14145 whole entry, looked up, the tested form may be a part): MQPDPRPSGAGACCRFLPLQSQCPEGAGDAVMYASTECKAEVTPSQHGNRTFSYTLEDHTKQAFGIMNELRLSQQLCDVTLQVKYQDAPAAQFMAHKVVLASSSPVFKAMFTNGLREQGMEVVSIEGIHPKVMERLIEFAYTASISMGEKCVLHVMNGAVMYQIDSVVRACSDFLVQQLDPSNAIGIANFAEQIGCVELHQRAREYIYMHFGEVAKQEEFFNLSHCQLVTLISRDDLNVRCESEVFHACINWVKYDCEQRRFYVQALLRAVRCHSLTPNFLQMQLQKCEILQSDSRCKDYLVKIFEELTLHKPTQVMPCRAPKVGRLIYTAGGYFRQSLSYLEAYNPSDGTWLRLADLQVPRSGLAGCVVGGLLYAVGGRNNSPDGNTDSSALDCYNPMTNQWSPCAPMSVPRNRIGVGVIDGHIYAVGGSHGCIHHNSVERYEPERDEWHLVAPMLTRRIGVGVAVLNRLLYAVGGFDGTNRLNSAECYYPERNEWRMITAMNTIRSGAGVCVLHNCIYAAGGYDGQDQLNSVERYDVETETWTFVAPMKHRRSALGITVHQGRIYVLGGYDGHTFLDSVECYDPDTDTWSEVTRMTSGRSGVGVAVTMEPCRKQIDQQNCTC
CAL PDZ FP-1 = inhibitors of human CAL PDZ peptide binding | AID 602252 | Q9HD26 | inhibition, % at 24.9 µM | purified CAL PDZ, TMR-peptide fluorescence polarization, 1 h | actives 0.92% (n = 300,000);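 active = mean inhibition of at least 30% with at least half of replicates also reaching 30%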;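 also: 0% = DMSO neutral control and 100% = excess unlabeled competitor peptide PRC23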
NSD2 HMT inh = NSD2 (human) methyltransferase inhibition. inhibition, % at 12.5 µM. O96028. NSD2 peptide methylation, AlphaScreen, 120 min. actives 0.54% (n = 310,000); in the data active = inhibition above about 50%
V-ATPase pHluor = yeast V-ATPase proton transport regulation by pHLuorin. S. cerevisiae, pHLuorin cytosolic pH fluorescence. response, % at 10 µM. actives 0.37% (n = 350,000). AID 504577; in the data active = response mostly above about 7.3%, no sharp cut-off; inactive = mostly below about 5.4%; also: actives read high; inactives centre near 0; some compounds called inactive have numbers as strong as hits
CAL PDZ FP-2 = human CAL PDZ-peptide interaction inhibition; purified CAL PDZ, TMR-peptide fluorescence polarization, 1 h; actives 0.02% (n = 330,000); inhibition, % at 20 µM; AID 504414; Q9HD26;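 active = highest replicate inhibition of at least 40%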;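 also: plate controls were DMSO neutral control wells for no effect and unlabeled competitor peptide control wells for full effect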
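Control set: unlabelled peptide and DMSO controls / Material: purified CerCALP PDZ construct / Timing: 1 h incubation at room temperature before polarization reading / Doses: 20 µM, one dose / Detection: fluorescence polarization (mP)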
Arr AP2 block = human beta-arrestin and AP2 interaction inhibition; AID 504490; actives 0.31% (n = 340,000); FITC-arrestin peptide / GST-AP2 beads, flow cytometry; AP2 beta2 appendage carries R879A mutation; inhibition, % at 10 µM;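 active = inhibition above a set limit, near 3 SD of compounds lacking own fluorescence, cut at about 54% in these data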;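 also: plate controls were DMSO wells for no effect and 5 µM unlabelled arrestin peptide for full effect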
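Measured by: flow cytometry, FL1 (488/535 nm); Material: AP2 appendage R879A on GSH beads; Evaluation: percent response; Timing: pre-incubation 12 min, peptide binding 1 h, room temperature; Also added: 50 nM FITC-arrestin peptide; Medium: PBS with 0.05% Tween 20 and 0.1% BSA.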
DSG3 Ab inh = inhibitors of pemphigus antibody binding to human desmoglein-3. P32926. DSG3-coupled beads, scFv-anti-DSG3-GFP binding, flow cytometry; stronger effect = lower value. binding (percent of control), % at 10 µM. actives 0.48% (n = 310,000). AID 588358;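 active = binding more than 3 SD below its plate's average and above zero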;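 also: hits lower antibody fragment binding to DSG3; some compounds called inactive have numbers as strong as hits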
* = called active by the depositor; nt = no result given.

SMILES	RTF Ca sens inh	DAGLB inh	C-LANA FP	Keap1-Nrf2 PPI	CAL PDZ FP-1	NSD2 HMT inh	V-ATPase pHluor	CAL PDZ FP-2	Arr AP2 block	DSG3 Ab inh
Cc1ccc(NC(=O)COc2ccccc2C#N)cc1S(=O)(=O)N1CCCCCC1	-1	-2	0.2	5	-2	0	0	-2.3	20	nt
CC(=O)C(=Cc1ccc(O)cc1)C(C)=O	-2	-2	-1.6	-6	2	0	1	-0.5	2	93
COc1ccc(CCNC(=O)COc2ccc(N(C)S(=O)(=O)c3ccc(Cl)cc3)cc2)cc1	-27	-3	-0.9	-2	-3	-4	-1	-1.8	7	106
COc1ccccc1CNC(=O)[C@@H]1CCCN1C(=O)[C@@H]1Cc2ccccc2CN1C(=O)OC(C)(C)C	-4	-5	-1.3	-6	-3	7	-3	-3.8	-11	110
c1ccc(Sc2cnc3ccccc3n2)cc1	-4	-3	-0.4	1	0	1	4	-1.2	-1	97
Cn1cc([N+](=O)[O-])c(C(=O)N2CCCCCC2)n1	-7	0	-1.4	0	-2	-1	0	0.0	1	102
N#CCCSc1nc(N2CCOCC2)c2c(c1C#N)CCCC2	5	-2	0.0	1	-4	-3	6	-0.9	9	nt
COc1cc(NC(=O)CN2CCN(C(=O)C3CCCO3)CC2)c(OC)cc1Cl (configuration not stated)	-2	1	-0.8	-1	1	2	1	0.7	20	121
COC(=O)c1c(C)nsc1NC(=O)Oc1ccccc1	-10	2	1.2	2	10	0	1	-3.1	-1	126
O=C(O)c1ccccc1C(=O)O	-9	-2	-0.9	-4	15	nt	-1	-2.7	3	98
O=C(NN=C(Cc1ccccc1)Cc1ccccc1)c1ccccc1O	nt	nt	-0.9	0	-6	-1	0	-2.3	41	nt
CC(=O)c1ccc(NC(=S)NC(=O)Cc2ccc(Cl)cc2)cc1	-3	-2	-0.6	1	7	-1	9	-0.4	-2	102
Cc1cccc(SCc2noc(C(=O)NCC3CCCO3)c2C(=O)O)c1 (configuration not stated)	-2	0	-0.1	2	-3	nt	1	-2.1	3	110
Cc1noc(C)c1CN1C(=O)NC(Cc2ccccc2)(Cc2ccccc2)C1=O	-11	-1	0.0	-3	5	nt	3	nt	5	118
CCOCCCNC(=O)c1cn(CC)c2ccc(S(=O)(=O)N3CCOCC3)cc2c1=O	-6	-2	-0.3	4	nt	-3	2	0.6	33	99
CCC(C)(C)C1CCc2[nH]nc(C(=O)NC(C)C)c2C1 (configuration not stated)	-4	-2	-0.2	1	-5	nt	0	-0.6	25	97
CCOC(=O)/C=C1\SCC(=O)N1CC(=O)Nc1ccc(OC)c(OC)c1	2	-1	0.3	-3	4	2	-2	-1.5	13	98
CCc1ccc(C(=O)NC(C(=O)NCC2CCCO2)C(C)C)cc1 (configuration not stated)	-6	-2	0.9	-3	-1	0	0	-1.5	-1	109
CC1CC(=O)N(CC(=O)Nc2cccc(Cl)c2)c2ccccc2S1(=O)=O (configuration not stated)	-7	0	0.7	-2	-2	6	2	-1.8	-6	111
OCC1(CC2CCCCO2)CCN(Cc2cccc(O)c2)CC1 (configuration not stated)	-7	1	0.3	7	nt	5	-6	-0.6	0	112
CCOC(=O)c1ccc(NC(=S)N2CCSC2c2c(F)cc(F)cc2F)cc1 (configuration not stated)	3	-7	-0.2	0	1	-1	4	-1.7	23	94
CC1(OC(=O)CCc2ccccc2)C(=O)C=C2C=C(c3ccc(C#N)cc3)N(CCc3ccccn3)C=C2C1=O (configuration not stated)	-9	3	-0.8	-1	1	nt	-2	0.2	4	97
COC(=O)c1ccc([C@H]2C=C(C(=O)O)O[C@@H](OCc3ccc(CO)cc3)C2)cc1	5	-4	0.9	0	-1	nt	-4	-1.6	30	99
COc1ccccc1-n1c(C)c2c(OC)cccc(=O)c2c1C	2	2	1.9	-2	-1	6	-1	-1.6	-13	128
COc1ccc(-c2nc(S(=O)(=O)c3ccc(C)cc3)c(N3CCCC3)o2)cc1	3	0	0.4	-8	-4	-1	5	0.2	-5	109

The last 3 compounds of the part before are carried over, then new ones follow.
SMILES	RTF Ca sens inh	DAGLB inh	C-LANA FP	Keap1-Nrf2 PPI	CAL PDZ FP-1	NSD2 HMT inh	V-ATPase pHluor	CAL PDZ FP-2	Arr AP2 block	DSG3 Ab inh
COC(=O)c1ccc([C@H]2C=C(C(=O)O)O[C@@H](OCc3ccc(CO)cc3)C2)cc1	5	-4	0.9	0	-1	nt	-4	-1.6	30	99
COc1ccccc1-n1c(C)c2c(OC)cccc(=O)c2c1C	2	2	1.9	-2	-1	6	-1	-1.6	-13	128
COc1ccc(-c2nc(S(=O)(=O)c3ccc(C)cc3)c(N3CCCC3)o2)cc1	3	0	0.4	-8	-4	-1	5	0.2	-5	109
NC(=O)CSc1nc(-c2ccccc2)c(-c2ccccc2)o1	1	-4	0.2	-3	-3	8	0	-3.0	22	79
Cc1ccc(C)c(NS(=O)(=O)c2ccc(NC(=O)CSc3ccc(Cl)cc3)cc2)c1	0	-3	0.8	2	-3	-1	2	-3.0	4	107
COc1ccc(CN(CC2CCC(C(=O)O)CC2)C(=S)Nc2cccc(C)c2)cc1 (configuration not stated)	1	-1	-1.9	-3	0	-1	1	-1.7	3	100
O=C(Nc1ccccc1CC[N+](=O)[O-])N1CCN(c2ccccc2)CC1	-7	0	0.2	-5	3	-3	-3	-0.6	43	99
Cc1oc(-c2ccc(Cl)cc2)nc1CS(=O)CC(=O)NCc1ccccn1 (configuration not stated)	2	3	0.2	-5	-3	0	-3	-2.5	3	98
CCn1c(=NC(=O)CN2C(=O)CCC2=O)sc2c(OC)ccc(OC)c21	-3	1	0.2	-4	-1	nt	5	-0.4	9	104
O=C(c1ccc2c(c1)OCCCO2)N1CCCCC1	-2	-3	-0.6	-4	nt	0	5	-0.6	-3	112
Cc1nc(N2CCCC2C(=O)O)c2oc3ccccc3c2n1 (configuration not stated)	-17	-6	1.7	1	-3	1	0	0.6	7	102
Cc1cccc(C2NC(=O)c3ccccc3O2)c1 (configuration not stated)	-2	-2	-0.2	-1	-4	-1	1	nt	-7	84
CN(CC(=O)NCc1ccc(Cl)cc1)S(=O)(=O)c1cccs1	-2	-3	0.4	-1	-4	-9	-3	-4.6	26	90
COc1ccc(OCC(O)CNC(=O)c2cccs2)cc1 (configuration not stated)	-2	0	-1.1	-1	-4	5	1	0.5	11	nt
COc1ccccc1NS(=O)(=O)c1cc(NC(=O)CNC(=O)c2ccc(C)s2)ccc1Cl	-22	-3	0.3	0	2	-1	4	-0.7	15	88
O=C(O)C1(c2ccccc2)CCN(S(=O)(=O)c2ccc(Br)cc2)CC1	-14	2	-3.2	-4	-4	1	1	nt	18	95
COc1cccc(CN2CC(C(=O)N(C)Cc3[nH]c4ccccc4c3C)CCC2=O)c1 (configuration not stated)	-2	6	-0.1	0	5	8	-1	0.3	-5	89
CCOc1ccc(S(=O)(=O)N2CCCC(C(=O)NCC3CCCO3)C2)cc1Cl (configuration not stated)	-9	-4	nt	nt	-4	-3	4	-0.2	1	nt
CCc1[nH]nc2c1C(C(C)C)C(C#N)=C(N)O2 (configuration not stated)	5	0	-0.4	-5	1	-1	1	-1.3	3	nt
CCn1c(=O)c2cc(C(=O)Nc3ccccc3OC)sc2c2ccccc21	10	-4	0.0	4	-1	nt	-1	-2.5	33	87
CS(=O)(=O)c1ccc(Cl)c(NC(=O)Cc2c(Cl)cccc2Cl)c1	-20	1	-0.5	-6	5	-3	1	-0.4	-2	101
Cc1cccc(N2CCN(C(=O)c3ccc4c(c3)c(C)c(C)n4C)CC2C)c1 (configuration not stated)	-8	-6	-2.2	1	6	19	5	-2.5	3	105
COc1cccc(CNC(=O)c2ccc3nc[nH]c3c2)c1	-22	-4	2.3	-3	-1	-2	0	-1.6	8	nt
Cc1ccccc1N1CC(O)(c2cccs2)[N+]2=C1CCCC2 (configuration not stated)	5	-1	-2.7	-3	87*	1	-4	6.2	-18	120
COc1ccccc1-c1nnc(NC(=O)C2=COCCO2)o1	-15	0	-2.0	-4	1	16	-1	-1.6	-3	95
CC(C)N1CCN(Cc2cccc3nonc23)CC1CCO (configuration not stated)	-4	-2	1.1	-1	nt	1	0	-2.1	-23	105
Cc1ccc(NS(=O)(=O)c2cc(N)ccc2Cl)c(C)c1	6	3	-1.6	2	-5	1	-2	-0.5	-13	102
CCc1cc2c(SCC(=O)N3CCCC3=O)ncnc2s1	-1	-3	0.0	-3	-2	0	-5	-1.0	3	104

Whole records from above. Screens in order: RTF Ca sens inh | DAGLB inh | C-LANA FP | Keap1-Nrf2 PPI | CAL PDZ FP-1 | NSD2 HMT inh | V-ATPase pHluor | CAL PDZ FP-2 | Arr AP2 block | DSG3 Ab inh
`Cc1ccccc1N1CC(O)(c2cccs2)[N+]2=C1CCCC2` (configuration not stated) in the list: 5 | -1 | -2.7 | -3 | 87* | 1 | -4 | 6.2 | -18 | 120
`CC(C)N1CCN(Cc2cccc3nonc23)CC1CCO` (configuration not stated) in the list: -4 | -2 | 1.1 | -1 | nt | 1 | 0 | -2.1 | -23 | 105

Remaining list, next part:
SMILES	RTF Ca sens inh	DAGLB inh	C-LANA FP	Keap1-Nrf2 PPI	CAL PDZ FP-1	NSD2 HMT inh	V-ATPase pHluor	CAL PDZ FP-2	Arr AP2 block	DSG3 Ab inh
O=C(NCc1ccccc1)c1ccc(OC2CSC2)cc1	-6	-10	1.2	2	1	-4	-1	0.0	24	103
COc1ccc(/C=C/C(=O)OC(C)C(=O)c2ccccc2)cc1OC (configuration not stated)	-10	-3	-3.4	-1	-2	0	-1	-1.2	27	102
CC1CC1C(=O)OCC(=O)NCc1ccc(Cl)cc1 (configuration not stated)	12	-1	-0.1	-1	-3	nt	5	-2.1	-5	103
Cc1ccc(C)c(NC(=O)CSc2nccn2Cc2ccco2)c1	-5	-1	-0.2	-5	-2	-1	1	-2.5	9	122
CCOC(=O)c1nnn(-c2nonc2-c2ccccc2)c1C	4	-3	-3.2	-7	-2	-10	-1	nt	0	112
COc1ccccc1N1CCN(C2CCCN(C(=O)c3ccnc4ccc(C)cc34)C2)CC1 (configuration not stated)	-5	-3	2.2	-3	-3	0	1	0.3	-3	107
COc1ccc([N+](=O)[O-])cc1NC(=O)C(C)Sc1nc(-c2ccccc2)cs1 (configuration not stated)	-8	-5	-1.0	-2	-1	1	0	1.7	10	87
COc1ccccc1NC(=O)c1cc(Cl)nc2ccccc12	-8	-4	-1.5	0	-9	nt	3	-0.1	8	117
CCN(CC(=O)Nc1ccc(NC(C)=O)cc1)C(=O)c1oc2c(ccc3ccccc32)c1C	1	2	1.1	0	nt	1	2	-0.5	52	100
O=C(CSc1nc2ccccc2[nH]1)c1ccc(Cl)s1	-13	-2	-1.3	-4	-1	6	0	-1.5	29	100
COC(=O)C1(C)NC(c2ccc(O)cc2)C2C(=O)N(c3ccccc3)C(=O)C21 (configuration not stated)	-2	-3	-0.1	1	0	4	6	2.1	13	101
Cc1nc(SC(C)C(=O)NCC2CCCO2)c2cc(-c3ccccc3)sc2n1 (configuration not stated)	-5	-5	-0.1	-6	-2	-3	0	-3.5	-3	100

A portion of the library; the hit share may differ from the screen's.
